# High-throughput results as filed in PubChem BioAssay.
# TRPC4 agonist = activators of mouse TRPC4 channel; Q9QUQ5; HEK293 TRPC4beta/mu-opioid, Fluo4 calcium fluorescence; hits give high values; B-score at 10 µM; hit rate 0.49% among 310,000; AID 2237;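 active = B-score above 5 SD of library B-scores, and initial fluorescence ratio not above library mean plus 5 SD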;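 also: positive B-score marks a calcium rise read as TRPC4 activation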
# Target sequence (Q9QUQ5 whole entry, looked up): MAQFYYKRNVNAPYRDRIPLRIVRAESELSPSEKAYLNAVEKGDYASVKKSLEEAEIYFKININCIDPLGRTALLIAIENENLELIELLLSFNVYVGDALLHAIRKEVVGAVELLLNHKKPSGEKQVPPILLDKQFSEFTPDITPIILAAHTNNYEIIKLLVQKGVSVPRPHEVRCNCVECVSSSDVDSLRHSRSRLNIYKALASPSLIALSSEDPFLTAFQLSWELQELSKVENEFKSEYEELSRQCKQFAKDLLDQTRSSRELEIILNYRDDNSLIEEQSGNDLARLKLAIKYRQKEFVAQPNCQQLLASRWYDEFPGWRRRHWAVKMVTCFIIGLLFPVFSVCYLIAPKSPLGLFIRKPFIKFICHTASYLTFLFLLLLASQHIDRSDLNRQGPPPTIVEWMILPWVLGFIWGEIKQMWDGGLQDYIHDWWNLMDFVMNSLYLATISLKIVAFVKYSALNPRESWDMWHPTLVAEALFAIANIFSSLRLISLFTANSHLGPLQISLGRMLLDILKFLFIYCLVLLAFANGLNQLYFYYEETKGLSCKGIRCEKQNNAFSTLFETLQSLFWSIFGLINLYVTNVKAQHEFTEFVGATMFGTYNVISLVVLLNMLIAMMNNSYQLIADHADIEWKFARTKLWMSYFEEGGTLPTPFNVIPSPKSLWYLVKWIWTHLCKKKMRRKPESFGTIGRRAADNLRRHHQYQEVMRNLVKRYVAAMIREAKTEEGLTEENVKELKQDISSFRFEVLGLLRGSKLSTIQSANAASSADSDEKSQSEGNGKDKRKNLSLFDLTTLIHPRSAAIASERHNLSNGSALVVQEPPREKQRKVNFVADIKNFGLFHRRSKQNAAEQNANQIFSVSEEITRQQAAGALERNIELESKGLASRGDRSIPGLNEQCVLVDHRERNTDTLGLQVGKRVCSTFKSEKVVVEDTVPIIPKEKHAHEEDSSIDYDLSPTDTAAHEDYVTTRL
#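 Assay system: HEK293 cells stably co-expressing mouse TRPC4beta and mu-opioid receptor / Timing: Fluo4 dye loading 45 min at room temperature, 110 s recording / Signal: Fluo4 calcium-sensitive dye fluorescence, kinetic, 1 Hz baseline / Read-out: integrated baseline-normalised fluorescence ratio, converted to per-well B score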
# KCNQ1 act = human KCNQ1 channel potentiation or activation; CHO-K1 KCNQ1, thallium flux FluxOR fluorescence; hits give high values; B-score at 10 µM; hit rate 0.35% among 310,000; AID 2648;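 active = fluorescence ratio B-score, a plate-corrected score, at least three library SD, with initial intensity B-score within 5 SD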
#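 Schedule – 37 °C overnight plating, 90-min dark dye load, 20-min compound pretreatment · System – stable KCNQ1 CHO-K1 line · Probe or stimulus – thallium- and potassium-containing depolarizing buffer · Measured by – kinetic FluxOR fluorescence, 10 s baseline plus 110 s post-stimulus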
# hERG rescue = shields human hERG channel from block by proarrhythmic agents | Q12809 | CHO-hERG, FluxOR thallium flux, dofetilide IC70 present | activation (rescue from dofetilide block), less the hit threshold, % at 10 µM | hit rate 0.51% among 310,000 | AID 1511;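 active = activation above the mean of controls blocked by dofetilide plus 5 SD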;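 also: thallium influx through hERG after potassium depolarization seen as dye fluorescence rise; in these data hits start at about 4.7%; inactives centre near -7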
# Platelet DG rel = modulates dense granule release in human platelets; human platelet-rich plasma, SFLLRN dense granule ATP release, luminescence; hit rate 0.22% among 300,000; inhibition, %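 (compounds screened at 7.5 µM in platelet-rich plasma)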;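 active = mean replicate score, as percent of positive control, at or above 50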
# PolyA inh = inhibitors of polyadenylation in S. cerevisiae. S. cerevisiae SKY197-pL101 polyadenylation reporter, beta-gal luminescence; efflux-impaired pdr1/pdr3 knockout yeast; score 100 = 6 SD above DMSO. AID 1875. calls only at 12 µM. hit rate 0.02% among 300,000;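 active = lowest replicate activity score at least 50, where 100 means six control SD above control mean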;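 also: yeast exposed to compound for 9 h at 30 °C; higher score means more reporter readthrough which indicates perturbed polyadenylation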
# Dyrk1A ADPGlo = blocks rat Dyrk1A kinase activity; Q63470; ADP-Glo luminescence, NFATc1 peptide; inhibition, % at 12.5 µM; hit rate 0.43% among 310,000; AID 504441; in the data active = inhibition above about 50%;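 also: plate controls were vehicle with enzyme for no effect and no enzyme for full effect; many of its hits are not listed in these tables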
# TRPC4 block = TRPC4 (mouse) channel inhibition. B-score at 10 µM. Q9QUQ5. AID 2247. hit rate 0.39% among 300,000. HEK293 TRPC4beta/mu-opioid, DAMGO-evoked Fluo4 calcium flux; hits give low values;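 active = B-score over 3 SD under the library average, no early fluorescence shift, positive overall ratio signal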
#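 System: stable TRPC4beta/mu-opioid receptor HEK293 cells; Dosing: single-point compound dosing; Measured by: Fluo4 Ca2+ flux fluorescence; Read-out basis: per-well B score of integrated baseline-normalized Fluo4 ratio.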
# KCNK3 block = human KCNK3 channel inhibition, primary screen; CHO-KCNK3 thallium flux, FluxOR fluorescence; hits give low values; AID 602410; hit rate 0.84% among 340,000; B-score at 10 µM;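 active = B-score under library mean minus 4 SD, starting fluorescence ratio at most library mean plus 5 SD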;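 also: more negative B-score means stronger inhibition of thallium flux through KCNK3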
# TRPC4 PAM = allosterically enhances the mouse TRPC4 cation channel | HEK293 TRPC4beta/mu-opioid, DAMGO EC20, Fluo-4 Ca2+ flux; hits give high values | B-score at 10 µM | hit rate 0.42% among 310,000 | AID 2227;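 active = B-score of calcium response area above 5 SD of library B-scores, with initial fluorescence ratio within 5 SD of library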;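 also: B-score of integrated fluorescence ratio over time as area under calcium response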
# KCNK9 block = blocks the human KCNK9 two-pore domain potassium channel. Q9NPC2. HEK293 KCNK9, FluxOR thallium flux fluorescence; hits give low values. B-score at 10 µM. hit rate 1.2% among 310,000. AID 488922;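 active = ratio B-score over 3 SD below the library mean, with starting fluorescence within 5 SD of its mean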;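 also: negative B-score means less thallium flux so channel inhibition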
# KCNQ1 inh = blocks the human KCNQ1 potassium channel; P51787; hit rate 1.3% among 310,000; CHO-K1 KCNQ1, FluxOR thallium flux fluorescence; hits give high values; B-score at 10 µM;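 active = compounds whose thallium flux B-score, printed positive for inhibition, exceeds three library SD while starting fluorescence stays within three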;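 also: channel opened by potassium depolarization with thallium stimulus after 20 min compound exposure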
# Active calls of the source: *; i = inactive; x = not tested or not shown. This is a subset (hit frequency here may not be typical).
SMILES,TRPC4 agonist,KCNQ1 act,hERG rescue,Platelet DG rel,PolyA inh,Dyrk1A ADPGlo,TRPC4 block,KCNK3 block,TRPC4 PAM,KCNK9 block,KCNQ1 inh
CC(C)N1CC=C2C(C#N)=C(N)C(C#N)(C#N)[C@H](c3ccoc3)[C@H]2C1,i,i,-12.5,1.8,i,x,i,x,i,i,7*
Cc1nc2ccc(C(=O)N3CCN(c4ccccc4)CC3)cc2s1,i,i,-7.7,0.9,i,1.2,i,i,i,i,i
O=C(C1Cc2ccccc2CN1C(=O)c1ccccc1)N1CCN(c2ccccc2)CC1 (stereo not given),i,i,-20.8,-8.9,x,2.4,i,i,i,i,i
CC1C(=O)N2CCCc3cc(NC(=O)CC(C)(C)C)cc1c32 (stereo not given),i,i,-5.2,-5.1,i,-4.0,i,i,i,i,i
CCc1ccc(-c2cc(C)no2)cc1S(=O)(=O)N1CCN(c2ccccc2F)CC1,i,i,-13.1,-4.0,i,-5.0,i,-8.78*,i,i,i
O=C1C2C3C=CC(C4CC34)C2C(=O)N1c1ccc2c(c1)OCO2 (stereo not given),i,i,-8.7,-5.1,i,5.1,i,i,i,i,i
COc1ccccc1NC(=O)c1sc(Cl)nc1C,i,i,-8.5,-1.7,i,1.2,i,i,i,i,i
CCN(CC)CCC#CC(O)(c1ccccc1)c1ccccc1,i,i,-2.3,-9.0,i,-1.1,i,i,i,i,i
CCOC(=O)c1nc(-c2ccccc2)oc1N(C)C,i,i,-6.1,-6.6,i,14.6,i,i,i,i,i
CC(=O)c1ccc(NC(=O)c2onc(C)c2Cl)cc1,i,i,3.2,6.6,i,5.8,i,i,i,i,i
CCOc1ccc(N2CC(C(=O)Nc3ccc(N4CCOCC4)cc3)CC2=O)cc1 (stereo not given),i,i,-3.3,6.3,i,4.9,i,i,i,i,i
CC(c1ccon1)N(C)Cc1cn[nH]c1-c1ccc(F)cc1F (stereo not given),i,i,-8.4,-2.4,i,18.6,i,i,i,i,i
COc1ccc(-c2[nH]ncc2CN(C)C(C)c2cccs2)c(F)c1 (stereo not given),i,i,-4.5,1.2,i,2.6,i,-9.5*,i,i,i
Cc1ccc(S(=O)(=O)N2CCN(C(=O)COc3ccc(NC(=O)c4ccco4)cc3)CC2)cc1,i,i,-3.3,0.3,i,-18.2,i,i,i,i,i
O=C(COC(=O)/C=C/c1ccccc1)Nc1ccc(Cl)cn1,i,i,-5.6,-33.1,i,-1.5,i,i,i,i,i
CCOC(=O)C1CCCCN1C(=O)CCc1c(C)nc2cc(-c3ccccc3)nn2c1C (stereo not given),i,i,-23.2,4.5,x,1.0,i,i,i,i,i
CCn1c(SCC(=O)Nc2nc(C)cs2)nnc1-c1ccncc1,i,i,-2.9,-1.6,i,0.0,i,i,i,i,i
CC(C)Cc1nn2c(=O)cc(O)nc2s1,i,i,-9.7,4.4,i,-3.1,i,i,i,i,i
CCCC(=O)NC1CCCc2c1cnn2-c1ccc(C)c(C)c1 (stereo not given),i,i,-9.3,-2.6,i,4.2,i,i,i,i,i
CCN(C(=O)CSc1ncn[nH]1)c1c(N)n(Cc2ccccc2)c(=O)[nH]c1=O,i,i,-14.9,10.9,i,0.3,i,i,i,i,i
Cc1cc(C)nc(OC(C(=O)O)C(OCC(C)C)(c2ccccc2)c2ccccc2)n1 (stereo not given),i,i,-10.4,0.1,i,-4.6,i,i,i,i,i
CCN(CC)S(=O)(=O)c1ccc(Cl)c(NC(=O)COC(=O)c2cccn2C)c1,i,i,-6.2,6.4,i,-6.7,i,i,i,i,i
COc1ccc(-c2cc3cc(OC)c(OC)cc3c(C)n2)cc1C,i,i,-9.9,5.3,i,-1.0,i,i,i,i,i
O=C(N/N=C/C=C/c1ccccc1)c1ccncc1,i,i,-9.5,-19.2,i,-1.9,i,i,i,i,i
Cc1cc(C)nc(SCc2cccc(C(=O)O)c2)n1,i,i,-1.7,13.8,i,x,i,i,i,i,i

# (listing goes on)
SMILES,TRPC4 agonist,KCNQ1 act,hERG rescue,Platelet DG rel,PolyA inh,Dyrk1A ADPGlo,TRPC4 block,KCNK3 block,TRPC4 PAM,KCNK9 block,KCNQ1 inh
Cc1cc(OCCOCCN2CCCC2)ccc1C(C)C,i,i,-3.6,-1.7,i,-1.0,i,i,i,i,i
Cn1c(SCC(=O)NCCN2C(=O)CSC2=O)nc2ccccc2c1=O,i,i,-13.4,3.8,i,11.1,i,i,i,i,i
Cc1ccc(CN(Cc2cc3cc4c(cc3[nH]c2=O)OCCO4)Cc2nnnn2Cc2ccco2)cc1,i,i,-8.9,-1.0,i,4.7,i,i,i,i,i
CCCC(=O)N1CCN(c2nnc(-c3ccc(C)cc3)c3ccccc23)CC1,i,i,-3.1,-3.4,i,0.3,i,i,i,i,7*
COc1ccc(N2C(=O)CC(N(C)CCc3ccc(OC)c(OC)c3)C2=O)cc1 (stereo not given),i,i,-4.3,-1.0,i,-3.7,i,i,i,i,i
CCc1ccc(C(=O)COC(=O)CNC(=O)c2ccc(Br)o2)cc1,i,i,-9.5,-1.1,i,3.5,i,i,i,i,i
CCOC(=O)C1CCN(c2ccc(Cl)nn2)CC1,i,i,-16.0,0.9,i,-2.5,i,i,i,i,i
CC(C(=O)NC1CCCCC1)N1CCN(C)CC1 (stereo not given),i,i,-10.3,28.9,i,-4.5,i,i,i,i,i
O=C(C(Cc1ccccc1)N1C(=O)C2C3C=CC(C3)C2C1=O)N1CCCCC1 (stereo not given),i,i,0.2,1.5,i,2.3,i,i,i,i,i
COc1ccc(NC(=O)CCCCCn2nnc3ccccc3c2=O)cc1OC,i,i,0.1,0.1,i,1.8,i,i,i,i,i
COc1ccccc1NC(=O)CSc1ccc(-c2ccc(-n3ccnc3)cc2)nn1,i,i,-12.1,-17.4,i,-0.6,i,i,i,i,i
O=C1CCC/C(=N/NC(=O)C2CCN(S(=O)(=O)c3cccs3)CC2)C1,i,i,-4.2,-4.1,i,-2.2,i,i,i,i,i
CCCOc1ncnc2c1sc1nc3c(cc12)COC(C)(C)C3,i,i,-0.4,-2.2,i,-3.9,i,i,i,i,i
NS(=O)(=O)c1ccc(Nc2ccc3nonc3c2[N+](=O)[O-])cc1,i,i,-9.4,-19.0,i,-1.2,i,i,i,i,i
Cc1cccc(NC(=O)NC(C)C(c2cccs2)N2CCOCC2)c1 (stereo not given),i,i,-7.8,-0.2,i,-0.2,i,i,i,i,i
CCc1ccc(C(=O)COC(=O)c2cc([N+](=O)[O-])ccc2N2CCOCC2)cc1,i,i,-11.9,-1.7,i,9.2,i,i,i,i,i
COc1cc(-c2cc(C(=O)Nc3cccc(C(C)=O)c3)c3ccccc3n2)cc(OC)c1OC,i,i,-15.3,8.6,i,x,i,-11.2*,i,i,i
CCOC(=O)C1=C(C)NC(C)=C(C(=O)OCCNC(=O)c2cccnc2)C1c1cccc([N+](=O)[O-])c1 (stereo not given),i,i,-10.7,-4.7,i,0.6,i,i,i,i,i
Cc1ccc(S(=O)(=O)CCC(=O)OCc2ccc(Cl)cc2)cc1,i,i,-8.2,-5.3,i,-2.4,i,i,i,i,i
Cc1ccc(C(=O)NC(C)c2nnc(SCC(=O)NC3CCCC3)n2C)cc1 (stereo not given),i,i,-1.1,-4.9,i,0.8,i,i,i,i,i
O=C(CCCN1C(=O)c2cccc3cccc(c23)C1=O)NCCN1CCOCC1,i,i,-16.4,1.9,i,4.9,i,i,i,i,i
NS(=O)(=O)c1ccc(NC(=O)c2ccc(COc3ccccc3)o2)cc1,i,i,-1.4,1.1,i,-2.5,i,i,i,i,i
CC(=O)c1ccc(NC(=O)c2ccn(C(=O)OCC(C)C)n2)cc1,i,i,-3.3,37.6,i,-3.5,i,i,i,i,i
Cc1cc(C)nc(/N=C2/NC(=O)CS2)n1,i,i,-8.9,-19.4,i,-1.1,i,i,i,i,i
O=C(COC(=O)c1cccc2ccccc12)Nc1cccnc1Cl,i,i,-4.0,3.4,i,2.8,i,i,i,i,i

# Next part:
SMILES,TRPC4 agonist,KCNQ1 act,hERG rescue,Platelet DG rel,PolyA inh,Dyrk1A ADPGlo,TRPC4 block,KCNK3 block,TRPC4 PAM,KCNK9 block,KCNQ1 inh
Cc1cc(C(=O)Nc2nc3c(s2)CCCC3)cs1,i,i,-5.4,4.4,i,-9.2,i,i,i,i,i
CCOCCn1c(N2CCCC2)nc2c1c(=O)[nH]c(=O)n2C,i,i,-12.4,-0.5,i,-3.7,i,i,i,i,i
CNC(=O)c1csc(-c2ccncc2)n1,i,i,-8.3,-7.1,i,14.4,i,i,i,i,i
CC(C)CCn1c(CN2CCN(Cc3ccccc3)CC2)nc2c1c(=O)[nH]c(=O)n2C,i,i,-12.8,8.9,i,2.1,i,i,i,i,i
Fc1ccc(Nc2nnns2)cc1,i,i,-7.4,-11.6,i,0.2,i,i,i,i,i
C/C(=N\O)C(=O)NCCCn1ccnc1,i,i,-1.0,-3.0,i,1.1,i,i,i,i,i
O=C(O)c1cccc(S(=O)(=O)Nc2ccccc2C(=O)NCCc2ccccc2)c1,i,i,-4.4,2.0,i,8.5,i,i,i,i,i
O=S(=O)(c1ccc(C(F)(F)F)cc1)N1CCCN(c2ccc(C(F)(F)F)cn2)CC1,i,i,-6.0,9.9,i,x,i,i,i,i,i
CC(C)(CN1CCC(Cc2ccccc2)CC1)NS(=O)(=O)c1ccccc1,i,i,-9.3,-1.6,i,1.6,i,i,i,i,i
COc1ccc(C(=O)Nc2c(C)ccc3nsnc23)cc1[N+](=O)[O-],i,i,-1.2,8.5,i,2.1,i,i,i,i,i
COC(=O)CN(C(=S)Nc1ccc(F)cc1)C1CC(=O)N(c2ccc(OC)cc2)C1=O (stereo not given),i,i,-10.6,-3.4,i,3.3,x,i,i,i,i
COc1cccc(NC(=O)CN(Cc2ccccc2)S(C)(=O)=O)c1,i,i,-2.7,9.3,i,-0.8,i,i,i,i,i
CCC1=NN(C(=O)COc2ccccc2)C(O)(c2ccncc2)C1 (stereo not given),i,i,-1.0,25.9,i,4.6,i,i,i,i,i
COc1ccc(-c2[nH]ncc2/C=N/NC(=O)c2ccncc2)c(OC)c1,i,i,-4.3,-2.9,i,0.7,i,i,i,i,i
CC1(C(=O)NCc2ccccn2)C=CCN1C(=O)c1ccccc1 (stereo not given),i,i,-4.9,11.4,i,3.2,i,i,i,i,i
Cc1onc(-c2cccc(Cl)c2Cl)c1C(=O)O/N=C(\N)c1ccc([N+](=O)[O-])o1,i,i,-8.4,1.3,i,x,i,i,i,i,i
O=[N+]([O-])c1ccc(Cc2nnc(-c3ccc(F)cc3)o2)cc1,i,i,-9.4,-2.6,i,-7.5,i,i,i,i,i
